Bioassay records from PubChem BioAssay.
STEP block: STEP (human) phosphatase inhibition; P54829; 0.25% of 360,000 active; inhibition, % at 20 µM; recombinant STEP, OMFP fluorogenic substrate, fluorescence;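 active = inhibition at 20 µM, scaled per plate between control wells, above about 37%, limit read from the data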;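 note: 0% = DMSO with enzyme and substrate and 100% = substrate only without enzyme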
Target sequence (P54829 whole entry, looked up): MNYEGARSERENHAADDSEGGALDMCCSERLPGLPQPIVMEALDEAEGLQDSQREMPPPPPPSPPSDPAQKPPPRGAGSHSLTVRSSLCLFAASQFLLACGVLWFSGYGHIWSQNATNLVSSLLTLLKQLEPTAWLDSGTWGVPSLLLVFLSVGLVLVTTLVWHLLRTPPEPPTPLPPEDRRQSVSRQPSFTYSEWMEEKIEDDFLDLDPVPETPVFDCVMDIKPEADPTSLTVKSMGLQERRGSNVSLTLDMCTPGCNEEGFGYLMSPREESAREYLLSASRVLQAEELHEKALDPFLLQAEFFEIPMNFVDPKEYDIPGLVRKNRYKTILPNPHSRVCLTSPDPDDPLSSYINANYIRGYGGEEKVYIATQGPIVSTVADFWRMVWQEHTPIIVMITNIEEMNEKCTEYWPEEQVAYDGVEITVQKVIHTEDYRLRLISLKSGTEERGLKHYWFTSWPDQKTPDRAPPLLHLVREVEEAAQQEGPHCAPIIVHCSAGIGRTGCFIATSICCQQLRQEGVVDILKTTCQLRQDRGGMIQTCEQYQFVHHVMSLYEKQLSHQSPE
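Also added – OMFP at 25 µM · Test system – STEP tyrosine phosphatase · Technique – FITC-channel fluorescence of OMFP product · Schedule – 20 min at room temperature, dark · Evaluation – control-normalized % inhibition with plate pattern correction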
DNMT1 block: blocks human DNA methyltransferase DNMT1; DNMT1 molecular beacon, Hinp1I cleavage, fluorescence; 0.83% of 360,000 active; AID 588458; P26358; inhibition (reported as % activation of signal), % at 10 µM; in the data active = inhibition above about 50%
NRP1-CendR mod: alters CendR peptide binding to human NRP-1. 0.85% of 360,000 active. FAM-RPARPAR peptide binding to NRP-1, fluorescence polarization. O14786. inhibition, % at 25 µM;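 active = inhibition or corrected inhibition above about 18%, plus a signal ratio from 0.5 to 1.5, limit read from the data, passing the limit was not always enough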; note: strong numbers were not always called active
eLon inh: inhibitors of E. coli Lon protease; 0.42% of 360,000 active; purified E. coli Lon protease, fluorescence polarization; inhibition, % at 7.94 µM; AID 602123; in the data active = inhibition above about 13%, passing the limit was not always enough;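 note: 0% = enzyme with probe and DMSO and 100% = no enzyme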
bovine MsrA act: bovine methionine sulfoxide reductase A activation. purified bovine MsrA, absorbance read-out. 0.3% of 360,000 active. AID 602163. activation, % at 10.6 µM; in the data active = activation above about 7.5%;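 note: 0% = vehicle and 100% = reference activator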
LMPTP inh: LMPTP (human) inhibition; AID 651560; recombinant LMPTP-A, OMFP fluorogenic substrate, fluorescence intensity; 0.22% of 360,000 active; inhibition, % at 20 µM; P24666;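 active = compounds that cut the enzyme signal by at least half of the control window in the single-dose screen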;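 note: plate controls were DMSO wells with enzyme plus substrate for no effect and substrate without enzyme for full effect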
Target sequence (P24666 whole entry, looked up): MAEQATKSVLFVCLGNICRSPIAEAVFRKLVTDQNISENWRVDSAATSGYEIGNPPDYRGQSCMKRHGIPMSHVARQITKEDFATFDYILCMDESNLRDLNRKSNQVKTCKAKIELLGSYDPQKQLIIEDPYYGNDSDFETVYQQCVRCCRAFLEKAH
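material = LMPTP-A | quantity = 0.625 nM enzyme | reagent = OMFP substrate, 400 µM final | buffer or medium = Bis-Tris pH 6.0, DTT, detergent | detection = endpoint fluorescence intensity from OMFP dephosphorylation | dosing = single 20 µM dose | read-out basis = % inhibition relative to no-enzyme and uninhibited control wells | control set = no-enzyme and uninhibited controls | timing = 50 min at room temperature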
Scp1 inh: inhibitors of human Scp-1 phosphatase | Q9GZU7 | Recombinant Scp1, phosphopeptide, malachite green phosphate absorbance | inhibition, % at 20 µM | 0.88% of 340,000 active | AID 493091;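 active = inhibition above about 50% at 20 µM, limit read from the data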;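 note: plate controls were DMSO wells with enzyme for no effect and wells lacking enzyme for full effect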
Target sequence (Q9GZU7 76-261 limits assumed): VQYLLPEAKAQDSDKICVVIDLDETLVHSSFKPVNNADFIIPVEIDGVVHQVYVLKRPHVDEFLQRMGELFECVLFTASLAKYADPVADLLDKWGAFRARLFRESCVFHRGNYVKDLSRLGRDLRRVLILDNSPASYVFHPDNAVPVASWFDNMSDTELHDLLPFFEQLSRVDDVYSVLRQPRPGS
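Incubation: 45 min enzyme reaction at room temperature / System: truncated SCP-1 phosphatase (76-261aa) / Reagent: Phospho 17-mer peptide substrate / Buffer or medium: Acidic Tris acetate buffer with magnesium and detergent / Signal: absorbance at 630 nm / Doses: one concentration, 20 µM, with 1.0% DMSO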
SUMO1-SIM PPI: modulators of human SUMO1-mediated protein-protein interactions | 0.33% of 360,000 active | P63165 | AID 602429 | SUMO1 binding to a labelled peptide, TR-FRET, 1 h | inhibition, % at 20 µM; in the data active = inhibition above about 37%
Target sequence (P63165 whole entry, looked up): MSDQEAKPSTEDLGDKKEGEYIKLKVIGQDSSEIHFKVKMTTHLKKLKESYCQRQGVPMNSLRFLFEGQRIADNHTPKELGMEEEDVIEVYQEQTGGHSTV
Tb MetRS inh: blocks T. brucei methionyl-tRNA synthetase activity; purified T. brucei MetRS, ATP depletion, Kinase-Glo luminescence; 0.4% of 360,000 active; inhibition, % at 11.9 µM;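 active = inhibition above a per-plate cutoff of the control wells' mean inhibition plus 3 SD, cut at about 5.5% in these data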;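 note: 0% = DMSO wells median and 100% = median of wells with control inhibitor compound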
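Material: T. brucei methionyl-tRNA synthetase, purified; reagent: substrates ATP, L-methionine and bulk Escherichia coli tRNA; dosing: 11.9 µM single point; timing: 15 min plus 2 h at 25 °C; detection: luminescence of leftover ATP; evaluation: % inhibition; control set: DMSO-only wells as low control; replicates: singlicate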
MsrA inhibitor: inhibitors of bovine MsrA; purified bovine MsrA, absorbance read-out; inhibition, % at 15.5 µM; 0.75% of 360,000 active; in the data active = inhibition above about 4.5%;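 note: 0% = vehicle wells with enzyme and 100% = reference inhibitor wells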
* hit, by the source's call; . = not tested or not shown.

molecule	STEP block	DNMT1 block	NRP1-CendR mod	eLon inh	bovine MsrA act	LMPTP inh	Scp1 inh	SUMO1-SIM PPI	Tb MetRS inh	MsrA inhibitor
N#C/C(=C/c1ccc(-c2ccccc2[N+](=O)[O-])o1)C(N)=O	-2	-3	-18	-3	-8	-1.5	-1	-11	-0.8	1.8
OCC[C@@H]1C[C@@H](O)[C@H](O)[C@@]2(Cc3ccccc3CO2)O1	0	7	12	2	-1	-0.3	-6	4	-0.3	-0.9
Cc1cc2cc(CNC(=O)NC3CCCCC3)ccc2[nH]1	1	2	6	5	-1	6.5	-2	-14	0.1	1.0
O=C(CSc1ccc(Cl)cc1)Nc1ccccc1Oc1ccccc1	-1	14	2	-1	-9	1.5	2	1	-1.4	0.1
CC1(C)NC(=O)N(CC(=O)Nc2cc(C(F)(F)F)cc(C(F)(F)F)c2)C1=O	-1	5	14	-6	-2	0.6	-5	2	0.8	-0.8
C#CCOCCOCCOCCNc1nc(N2CCN(C(=O)CCCCCCCCCCNC(=O)Cn3cc(C[C@@H](C)O)nn3)CC2)nc(N2CCN(C(=O)CCCCCCCCCCNC(=O)[C@@H](CCSC)n3cc(CCO)nn3)CC2)n1	1	-28	4	3	1	2.7	27	8	-0.3	.
Cc1cc(C)n(C(=O)C(C)N2C(=O)c3ccccc3C2=O)n1 (centres undefined)	-4	0	7	2	2	-0.7	0	2	-0.1	-0.5
COc1cc(NC(=S)NC2CC(C)(C)NC(C)(C)C2)c(OC)cc1Cl	-1	1	6	6	-7	-1.4	1	1	-1.4	-0.5
COc1ccccc1CNC(=O)c1ccc(S(=O)(=O)N(C)C)cc1	-1	4	-2	-7	-5	-0.1	1	5	-0.5	-0.5
CSc1nc(O)c(C(c2ccc(C)cc2)c2c(O)nc(SC)[nH]c2=O)c(=O)[nH]1	-1	-1	-9	-8	-4	-1.6	-1	4	-0.1	1.0
CCOc1ccc(C2=Nn3c(nnc3-c3ccc(OC)cc3)SC2)cc1	5	4	3	-3	3	3.9	3	0	0.0	-0.6
COC(=O)CC1=C(C(=O)OC)C(c2ccc3c(c2)OCO3)C(C#N)=C(N)O1 (centres undefined)	2	2	0	3	-4	-0.1	3	-3	0.3	-0.9
COc1ccc(CCN=C2SCC(=O)N2C)cc1OC	-11	-1	1	-2	-3	-0.7	-9	1	0.5	0.6
CCSc1nnc2c(Cl)cc(Cl)cn12	0	0	0	0	-4	-0.7	-8	-9	-0.9	0.1
NCCCC(=O)O	-4	2	-1	4	-1	-1.4	-6	1	0.0	-1.0
CCOC(=O)c1cccc(NC(=O)CN2C(=O)C3C4C=CC(C4)C3C2=O)c1 (centres undefined)	1	6	3	-2	-13	-1.5	-2	0	-1.3	-1.7
COc1cccc(Cn2c(OCC3CCCO3)nc3c2c(=O)n(C)c(=O)n3C)c1 (centres undefined)	0	-4	4	-1	-10	2.7	-1	-2	-0.6	0.4
COc1cc(C(C)=NNC(=O)c2ccncc2)ccc1O	-1	5	6	-10	-2	-1.5	0	0	0.4	1.1
Cc1ccc(OCCOC(=O)Cn2nc(C)c([N+](=O)[O-])c2C)cc1	-1	-1	5	-5	-5	-1.2	-1	-2	0.0	-0.1
Cc1ccccc1N1C(=O)CC1(C#N)c1ccc(OCc2ccccc2)cc1 (centres undefined)	-1	5	1	-9	1	3.5	-16	0	0.5	-0.5
O=C(Nc1cc(S(=O)(=O)N2CCOCC2)ccc1O)c1ccc(S(=O)(=O)N2CCCCC2)cc1	-1	-6	7	-4	0	0.5	-6	11	-0.1	-0.3
COC(=O)c1c(NC(=S)Nc2ccc(F)cc2[N+](=O)[O-])sc2c1CCCCC2	0	-3	-4	-15	-3	3.2	-6	-7	-0.5	-1.3
O=C(NCc1ccccc1)C1CCN(c2nc(-c3ccccc3)nc3c2CCC3)CC1	0	-7	-16	6	-4	9.6	2	1	-0.5	0.9
Cn1nc(CC(=O)NCc2ccc(F)cc2)c2ccccc2c1=O	0	4	14	-1	-2	0.0	-13	46*	-0.2	-0.3
O=C(CCCc1ccccc1)NCCN1CCOCC1	2	1	-12	2	-10	-1.7	14	1	-1.6	-0.2
Cc1ccc(NC(=O)C2CCC(CNC(=O)[C@@H]3Cc4ccccc4CN3)CC2)cc1 (some centres undefined)	-3	-4	-7	-1	-5	-1.6	21	0	-0.7	-0.6
CCN1C(=O)C2(C(C(=O)c3cc4ccccc4o3)=C(O)C(=O)N2CCCN2CCOCC2)c2ccccc21 (centres undefined)	-1	1	0	7	-4	-0.7	-9	-16	-0.9	0.6
CCNC(=S)Nc1cc(C(=O)N2CCCC2)ccc1N1CCCC1	-1	-1	6	8	-9	-1.5	-7	-1	-1.3	0.4
C[C@@H]1COC(=O)[C@H](NC(=O)OCC2c3ccccc3-c3ccccc32)C/C=C\C[C@@H](CC(=O)N[C@@H](CO)Cc2ccccc2)C(=O)N1	0	11	7	0	-1	-0.6	-5	-3	-0.3	0.0
O=C(Nc1ccc2snnc2c1)N1CCCCC1	-1	1	-4	3	-7	-0.4	-5	0	-0.7	2.7
COc1ccc(Cl)cc1NC(=O)CCc1ccccc1	-1	-4	-6	-6	-8	-0.1	-7	-3	-0.7	-0.2
C=CCn1c(SCC(=O)c2cccs2)nc2sc(CC)cc2c1=O	3	-6	-4	-8	-4	3.3	-11	-2	-0.4	-0.4
CC(=O)c1ccc(NC(=O)c2cccc(N3C(=O)c4ccccc4C3=O)c2)cc1	98*	40	-11	4	-10	55*	97*	84*	-0.7	.
O=C(COc1ccc(Br)cc1Cl)N1CCN(c2ncccn2)CC1	-1	1	-3	-2	-5	-0.6	-5	22	0.8	1.2
Cc1cc(C)nc(NS(=O)(=O)c2ccc(NC(=O)c3ccc4c(c3)OCO4)cc2)n1	0	0	20	2	-5	-1.8	7	13	-1.2	-0.5
CC1CC(C)CN(C(=O)CNC(=O)Cn2ccc3ccccc3c2=O)C1 (centres undefined)	0	-1	0	-11	-3	-0.8	-9	9	0.0	0.7
Cc1ccc(S(=O)(=O)n2cnc3cc([N+](=O)[O-])ccc32)c(C)c1	-1	4	-5	3	-5	-2.9	-2	-10	-0.6	0.7
CC(=O)c1cccc(S(=O)(=O)N(C)C2CCN(C)CC2)c1	0	-3	-1	5	-4	-8.0	-7	3	0.1	0.1
COc1ccc(-n2ccn(CC(=O)Nc3ccccc3OC)c(=O)c2=O)cc1	-2	-1	0	0	-8	-1.8	8	-17	-0.2	-0.1
CN1CCN(c2nc3c(c(=O)n(C)c(=O)n3C)n2Cc2ccccc2)CC1	3	13	-5	-3	-11	-2.2	-11	2	-0.6	-1.2
CCC(Sc1nnc(-c2ccc(C)c(Cl)c2)n1CC)C(=O)Nc1nccs1 (centres undefined)	-1	-4	-5	8	-7	-1.6	-2	1	-0.9	-0.3
Cc1cc(N)nc(C)c1C#N	-2	2	16	-4	-4	-1.1	-6	4	0.5	-1.1
CCOC(=O)Cn1cc(C=O)c2ccccc21	1	2	-3	6	-2	0.1	-6	-2	0.2	0.5
O=C(NCc1ccccc1)C(c1ccc(F)cc1)N1CCN(CCN2CCOCC2)CC1 (centres undefined)	.	.	11	.	.	-0.5	.	-2	-0.1	-1.1
CC(=O)c1ccc(OC2(C)CCN(Cc3ccc4ccccc4c3)C2)cc1 (centres undefined)	-3	-2	0	-7	-7	-1.5	.	-7	0.8	-0.3
COC(=O)[C@]12CCCCC=C1N(Cc1ccco1)C(=O)[C@H](CC(=O)NCC13CC4CC(CC(C4)C1)C3)C2	.	.	-4	-7	-9	1.2	.	6	-1.1	0.1
CC(NC(=O)Cn1cccc1)c1ccccc1 (centres undefined)	0	0	6	4	-1	-1.8	-10	-2	0.7	0.8
CC1(C)CC(=O)C(C(c2cccc([N+](=O)[O-])c2)C2C(=O)CC(C)(C)CC2=O)C(=O)C1	0	21	-3	6	-1	-1.2	0	-7	0.5	-0.8
COc1ccc(NC(=O)CSCC(=O)Nc2nnc(CC(C)C)s2)cc1	-2	1	-8	0	-5	-0.1	3	2	-0.4	-0.7
N#Cc1ccc(S(=O)(=O)NC2CC2)cc1	-2	1	7	20*	-6	-0.4	9	2	-0.9	1.7

Some of these compounds in order of the Scp1 inh value, low to high.
Molecule | Scp1 inh
CCNC(=S)Nc1cc(C(=O)N2CCCC2)ccc1N1CCCC1 | -7
Cc1cc(C)nc(NS(=O)(=O)c2ccc(NC(=O)c3ccc4c(c3)OCO4)cc2)n1 | 7
CC(=O)c1ccc(NC(=O)c2cccc(N3C(=O)c4ccccc4C3=O)c2)cc1 | 97*

Record cards (already shown).
`O=C(Nc1ccc2snnc2c1)N1CCCCC1` as listed: STEP block: -1; DNMT1 block: 1; NRP1-CendR mod: -4; eLon inh: 3; bovine MsrA act: -7; LMPTP inh: -0.4; Scp1 inh: -5; SUMO1-SIM PPI: 0; Tb MetRS inh: -0.7; MsrA inhibitor: 2.7
`Cc1cc(N)nc(C)c1C#N` as listed: STEP block: -2; DNMT1 block: 2; NRP1-CendR mod: 16; eLon inh: -4; bovine MsrA act: -4; LMPTP inh: -1.1; Scp1 inh: -6; SUMO1-SIM PPI: 4; Tb MetRS inh: 0.5; MsrA inhibitor: -1.1
`N#Cc1ccc(S(=O)(=O)NC2CC2)cc1` as listed: STEP block: -2; DNMT1 block: 1; NRP1-CendR mod: 7; eLon inh: 20*; bovine MsrA act: -6; LMPTP inh: -0.4; Scp1 inh: 9; SUMO1-SIM PPI: 2; Tb MetRS inh: -0.9; MsrA inhibitor: 1.7

The list goes on.
molecule	STEP block	DNMT1 block	NRP1-CendR mod	eLon inh	bovine MsrA act	LMPTP inh	Scp1 inh	SUMO1-SIM PPI	Tb MetRS inh	MsrA inhibitor
O=C1CN(C(=O)CSc2nc3ccccc3c(=O)n2CCCN2CCOCC2)c2ccccc2N1	0	-1	-11	2	2	-0.5	-7	29	-0.2	2.3
CCOC(=O)NC(CC(=O)O)c1ccc(OCC)cc1 (centres undefined)	-2	-4	-9	-2	-8	-1.8	0	-4	-1.5	-1.6
COc1ccc(C(=O)NN2C(=S)N(c3ccc(OC)cc3)C(=O)C2CC(N)=O)cc1 (centres undefined)	-1	-3	8	1	-5	-1.4	-4	-1	-0.8	-1.7
COc1ccc(-c2oc3cccnc3c2C#CC2(O)CCCCC2)cc1	-1	-13	5	8	-7	3.6	5	-5	-0.3	1.6
